# SKBR3 24h inh: SK-BR-3 proliferation inhibitors, primary screen, cell-based, human, 24 h; AID 847, 2007; SK-BR-3 viability, CellTiter-Glo ATP luminescence; hits give low values; 41,000 compounds, 0.47% hits; viability, % at 10 µM;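 active = viability at or below the median of all test compounds minus 3 SD, in both replicates if run twice, cut at about 45% in these data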;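 note: 100% = median untreated cell wells and 0% = median positive control drug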
# An asterisk follows results filed as active. An excerpt; the hit share may differ from the screen's.
mol	SKBR3 24h inh
COc1ccc(OC)c(CC(=O)O)c1	129
CCC(=O)c1c(O)n(C2CCCCCC2)c(=O)[nH]c1=O	87
COc1ccc(CCn2c(O)c(C=NCc3cccnc3)c(=O)[nH]c2=O)cc1OC	86
CN(C)CCN=Cc1c(O)n(-c2cccc3ccccc23)c(=O)[nH]c1=O	85
CC1(C)CC(=O)C(C=NCCN2CCN(C(=O)Cc3ccc(Cl)cc3)CC2)=C(O)C1	97
Cc1ccccc1-n1c(O)c(C=NCCN2CCOCC2)c(=O)[nH]c1=O	96
COCCOC(=O)C1=C(C)OC(N)=C(C(=O)OC)C12C(=O)Nc1ccccc12 (configuration not stated)	88
Cc1cccc(C)c1NC1=NCCCCS1	69

# 6 structures from above, ordered by count of non-hydrogen atoms, descending:
mol	SKBR3 24h inh
COc1ccc(CCn2c(O)c(C=NCc3cccnc3)c(=O)[nH]c2=O)cc1OC	86
COCCOC(=O)C1=C(C)OC(N)=C(C(=O)OC)C12C(=O)Nc1ccccc12 (configuration not stated)	88
CN(C)CCN=Cc1c(O)n(-c2cccc3ccccc23)c(=O)[nH]c1=O	85
CCC(=O)c1c(O)n(C2CCCCCC2)c(=O)[nH]c1=O	87
Cc1cccc(C)c1NC1=NCCCCS1	69
COc1ccc(OC)c(CC(=O)O)c1	129

# The listing picks up with the three entries that preceded the break.
mol	SKBR3 24h inh
Cc1ccccc1-n1c(O)c(C=NCCN2CCOCC2)c(=O)[nH]c1=O	96
COCCOC(=O)C1=C(C)OC(N)=C(C(=O)OC)C12C(=O)Nc1ccccc12 (configuration not stated)	88
Cc1cccc(C)c1NC1=NCCCCS1	69
Cc1ccc2cc3cc(C(=O)N4CCC5(CC4)OCCO5)oc3nc2c1	111
O=C1c2ccccc2C(=O)N1Cc1nc2ccccc2c(=O)n1-c1cccnc1	98
CCc1cccc2c(C#N)cn(CC(=O)N3CCOCC3)c12	103
CC(C)OC12Oc3ccccc3C=C1N1CCC2CC1 (configuration not stated)	88
O=C1CCCC2C3CCCN4CCCC(CN12)C34 (configuration not stated)	97
Cn1ncnc2c(=O)n(C)c(=O)nc1-2	5.5*
Cc1c(C(=O)N2CCC3(CC2)OCCO3)sc2ncnc(N3CCN(c4ccccn4)CC3)c12	38*
CN1CCN(C(=O)COc2ccc3ccccc3c2Br)CC1	86
CC(=NCCCN1CCOCC1)c1c(O)[nH]c(=O)[nH]c1=O	95
Cc1ccc2occ(CN3CC4CC(C3)c3cccc(=O)n3C4)c(=O)c2c1 (configuration not stated)	114
CCCC(=O)Nc1ccc(N2CCN(CC)CC2)c(Cl)c1	91
COc1ccccc1N(CC(=O)NC1CCCCC1)C(=O)c1cnn(C(C)C)c1	83
Cc1ccc(C)c(NC(=O)CSc2nnc([C@@H](N)Cc3c[nH]c4ccccc34)o2)c1	91
CCOc1ccccc1-n1c(O)c(C=NCc2ccc3c(c2)OCO3)c(=O)[nH]c1=O	97
CC(=O)OC1N=C(c2ccccc2)c2ccccc2NC1=O (configuration not stated)	74
CCC(=NC1CC1)c1c(O)n(C2CCCCC2)c(=O)[nH]c1=O	113
C=Cn1ccnc1P(=S)(c1ccc(N(C)C)cc1)c1nccn1C=C	76
CC(C)=CCC12CN3CCN(CC(C3)C1=O)C2	102
CCN(CC)CCCN=Cc1c(O)n(-c2cccc(C)c2C)c(=O)[nH]c1=O	112
CC1(C)CC(=O)C=C(NCCN2CCN(C(=O)Cc3ccc(Cl)cc3)CC2)C1	91
Cn1c(O)c(C=NCCCN2CCCC2=O)c(=O)n(C)c1=O	88
Cc1ccc(N2C(=O)NC(=O)C3(Cc4ccccc4N4CCCC43)C2=O)cc1 (configuration not stated)	98
CCC(=NCc1cccnc1)c1c(O)n(C2CCCCC2)c(=O)[nH]c1=O	91
O=C(Nc1ccc2c(c1)OCO2)c1cn(Cc2ccc(F)cc2)nn1	115
CC(=O)N(C1=NCCCS1)c1ccc(F)cc1	89
CNCCc1c[nH]c2ccccc12	105
Cc1ccc(C2SCC(=O)Nc3c2c(=O)[nH]n3C2CCOC(C)(C)C2)cc1 (configuration not stated)	110
Nc1c(C(=O)NCCN2CCOCC2)c2nc3ccccc3nc2n1Cc1ccco1	63
COc1ccccc1N1CCN(C(CNC(=O)Oc2ccccc2)c2cccnc2)CC1 (configuration not stated)	92
O=c1[nH]c(=O)n(CCc2ccc(F)cc2)c(O)c1C=NCCCn1ccnc1	93
CC1=C(C(=O)OC(C)C)[C@]2(C(=O)N(CC(N)=O)c3ccccc32)C(C#N)=C(N)O1	104
C=C1CC[C@@]2(O)[C@H]3Cc4ccc(O)c5c4[C@@]2(CCN3CC2CC2)[C@H]1O5	93
Cc1ccnc(-n2c(C)nc3ccccc3c2=O)c1	79
Cc1c(N=Cc2c(O)n(CCc3ccccc3)c(=O)[nH]c2=O)c(=O)n(-c2ccccc2)n1C	121
Cc1cc(S(=O)(=O)NC(C)C)ccc1OCC(=O)N1CCN(Cc2ccc3c(c2)OCO3)CC1	96
CCCC12CN3CN(C1)CC(CCC)(C3)C2O (configuration not stated)	90
O=C1NC(=O)N(Cc2ccccc2Cl)C(=O)/C1=C/N1CCOCC1	97
Cc1ccc(CN2C(=O)NC(=O)C3(Cc4c(nc5ccccn5c4=O)N4CCCCCC43)C2=O)cc1 (configuration not stated)	78
O=C(C1CCC(=O)N1C1CCCCC1)N1CCC2(CC1)OCCO2 (configuration not stated)	68
CC(C)(C)n1c(O)c(C=Nc2ccc3c(c2)CCC3)c(=O)[nH]c1=O	72
CCOC(=O)C1=C(C)N(C)C2(C)CC1c1ccccc1O2 (configuration not stated)	105
COc1ccc(C2SCC(=O)Nc3c2c(=O)[nH]n3C2CCCCCC2)cc1 (configuration not stated)	117
O=c1c2ccccc2nc(-c2ccco2)n1-c1ccccn1	86
CCC(=NCCCN1CCOCC1)c1c(O)n(Cc2ccccc2)c(=O)[nH]c1=O	117
CCCCn1c(O)c(C(CC)=NCCc2ccccc2)c(=O)[nH]c1=O	85
Cc1ccc(-n2c(O)c(C=NC3CCCC3)c(=O)[nH]c2=O)c(C)c1	85
N[C@@H](Cc1c[nH]c2ccccc12)c1nnc(SCc2c(F)cccc2Cl)o1	106
C[n+]1ccc(-c2ccncc2)cc1	118

# An excerpt of these results, field by field.
> CCOC(=O)C1=C(C)N(C)C2(C)CC1c1ccccc1O2 (configuration not stated)
  SKBR3 24h inh = 105

> COc1ccc(C2SCC(=O)Nc3c2c(=O)[nH]n3C2CCCCCC2)cc1 (configuration not stated)
  SKBR3 24h inh = 117

> O=c1c2ccccc2nc(-c2ccco2)n1-c1ccccn1
  SKBR3 24h inh = 86

> CCC(=NCCCN1CCOCC1)c1c(O)n(Cc2ccccc2)c(=O)[nH]c1=O
  SKBR3 24h inh = 117

# (further entries)
mol	SKBR3 24h inh
O=C1CSC2N1CCNC21CCCCC1 (configuration not stated)	84
Cn1cc(C(=O)N2CCC3(CC2)OCCO3)c2c3ccccc3n(C)c2c1=O	75
COc1ccccc1-n1c(O)c(C=NCCCn2ccnc2)c(=O)[nH]c1=O	82
COc1cccc(N2C(=O)CC(=O)NC2=O)c1	78
COc1cccc(-n2c(O)c(C=NCCN3CCOCC3)c(=O)[nH]c2=O)c1	103
CCOC(=O)[C@]1(C#N)[C@@H]2C=CC(C(C)=O)=CN2[C@@H](C(N)=O)[C@@H]1c1ccsc1	134
Cc1ccc2c(c1)CC1(CN2C)C(=O)NC(=O)N(C(C)C)C1=O (configuration not stated)	94
Cn1c(=O)n(CC(=O)N2CCC3(CC2)OCCO3)c(=O)c2ccccc21	71

# Screening results as filed in PubChem BioAssay.
